High-throughput results: PubChem, NMMLSC
Myeloid diff 2 = compounds promoting myeloid differentiation; ER-HoxA9 myeloid progenitors, lysozyme-GFP differentiation, flow cytometry; calls only at 10 µM; actives 1% (n = 360,000);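 active means normalized GFP-positive differentiation at or above the plate's own cutoff, the solvent-only control mean plus 3 SD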;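 further: cells exposed to compound for four days before flow analysis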
Myeloid diff 2 GFP+ MAC1+ % = further read-out of Myeloid diff 2, marked with its call; GFP+ MAC1+ double positive, %; measured here: differentiation confirmed by MAC1 staining
An asterisk follows results filed as active; i = inactive. A portion of the library. The share of hits here may be higher or lower than overall.

nr	Structure	Myeloid diff 2	Myeloid diff 2 GFP+ MAC1+ %
1	Cc1nc2ccc(C(=O)N(C)Cc3ccco3)cn2c1N(C)CC1CCCCC1	i	0.0
2	Cc1ccsc1C(=O)Nc1cc(Cl)ccc1-n1cncn1	i	0.7
3	O=C(NCCc1ccccc1)c1cc(S(=O)(=O)N2CCCCC2)c[nH]1	i	1.0
4	Cc1ccc(S(=O)(=O)N2C[C@H]3C(=O)C[C@@H](c4ccccc4F)N(S(=O)(=O)c4ccc(C)cc4)[C@H]3C[C@H]2c2cccc3ccccc23)cc1	i	1.6
5	S=C(Nc1cccc2ccccc12)Nc1cccc2ccccc12	i	0.8
6	CCCCNC(=O)c1ccc2nc(CC)c(N(C)Cc3cccs3)n2c1	i	0.3
7	CCCCNC(=O)C1(C)CCCCN1C(=O)c1c(Cl)cccc1Cl (centres undefined)	i	1.7
8	CC(C)C[C@H]1CN([C@@H](Cc2ccccc2)CN2CCC[C@@H]2CN2C(=O)C(=O)NC[C@@H]2Cc2ccc(O)cc2)C(=O)C(=O)N1CCc1ccccc1	i	0.9
9	CCOC(=O)N1CCN(C(=O)c2cccc(S(=O)(=O)Nc3ccc(F)cc3)c2)CC1	i	0.1
10	CCN(C)C1CN(Cc2cn(CCCC(=O)OC)nn2)S(=O)(=O)C1 (centres undefined)	i	1.2
11	COc1ccc2c(CC(=O)Nc3ccc4nc(N5CCOCC5)sc4c3)coc2c1	i	1.2
12	Cc1cccc(C)c1-n1nnnc1C(c1ccnc2ccccc12)N1CCN(CC(=O)NC(C)C)CC1 (centres undefined)	i	0.7
13	CC(=O)NC1CCC(OC(=O)Nc2ccccc2)CC1 (centres undefined)	i	1.7
14	COc1ccc(NC(=O)CN2C(=O)NC(C)(c3ccccc3)C2=O)cn1 (centres undefined)	i	1.6
15	CCCNC(=O)C1(C)CCCN(C(=O)CN2C(=O)c3ccccc3C2=O)C1 (centres undefined)	i	0.6
16	Cc1c(Br)cccc1NC(=O)C1(C)CCN1CCc1ccccc1 (centres undefined)	i	0.3
17	OC[C@H]1O[C@@H](Oc2ccc(O)cc2)[C@H](O)[C@@H](O)[C@@H]1O	i	1.3
18	OCC[C@@H]1C[C@H](O)[C@@H](O)[C@]2(OCc3cc(C(F)(F)F)ccc32)O1	i	0.6
19	O=c1oc2ccccc2c2c1ccc1ccccc12	i	0.4
20	Cc1noc(C)c1-c1ccc(C(=O)NCc2cccnc2)c2occc12	i	0.7
21	COc1ccc(Cl)cc1CNC[C@H]1O[C@@H](n2ccc(N)nc2=O)[C@H](O)[C@@H]1O	i	0.8
22	CC1(C(=O)NCc2cccnc2)Cc2c(-c3cccc(C(F)(F)F)c3)ccnc2O1 (centres undefined)	i	1.2
23	CC(=O)Nc1cccc(-c2cc(NC=O)c3ncc(-c4cccc(C(C)=O)c4)n3c2)c1	i	0.2
24	COc1ccccc1-n1nnnc1SCC(=O)NCC1(N2CCCCC2)CCCCC1	i	0.6
25	CC1(Cc2ccc3c(c2)OCO3)C(=O)Nc2c(Cl)ccc(Cl)c21 (centres undefined)	i	2.1
26	CC(=O)Oc1ccc(Cl)cc1CN(C(C)=O)C1CCCCC1	i	0.7
27	O=[N+]([O-])c1cc(Br)ccc1C[n+]1ccccc1	i	0.5
28	COC(=O)c1ccc2nc(-c3ccc(C#N)cc3)c(Cc3cccc(Cl)c3)n2c1	i	1.2
29	CN(C)c1nc(N)c(C#N)c(C#N)c1C#N	i	1.2
30	O=C(Nc1ccccn1)C(c1ccccc1)c1ccccc1	i	1.6
31	COC1OC2COC(c3ccccc3)OC2C(NC(C)=O)C1OC(C)=O (centres undefined)	i	0.5
32	Clc1cc(Cl)cc(Nc2ccccc2CN(C/C=C/c2ccc3c(c2)OCO3)Cc2ccccc2)c1	i	2.6
33	O=C(CCNS(=O)(=O)c1ccc(OC(F)(F)F)cc1)Nc1cccc(S(=O)(=O)N2CCCC2)c1	i	0.6
34	O=C(NCc1ccccc1)C1C(c2ccc3c(c2)OCO3)=Nc2ccccc2N1C(=O)c1ccco1 (centres undefined)	i	2.1
35	COc1ccc(-c2noc(CCC(=O)N3CCN(c4cccc(Cl)c4)CC3)n2)cc1	i	0.7
36	CCCCN(C(=O)C1CC(=O)N(c2ccc(CC)cc2)C1)c1c(N)n(CCC)c(=O)[nH]c1=O (centres undefined)	i	0.9

Rewritten with two lines to a compound: part of the list above.
Every second line gives: Myeloid diff 2	Myeloid diff 2 GFP+ MAC1+ %
#25 CC1(Cc2ccc3c(c2)OCO3)C(=O)Nc2c(Cl)ccc(Cl)c21 (centres undefined)
  i	2.1
#26 CC(=O)Oc1ccc(Cl)cc1CN(C(C)=O)C1CCCCC1
  i	0.7
#27 O=[N+]([O-])c1cc(Br)ccc1C[n+]1ccccc1
  i	0.5
#28 COC(=O)c1ccc2nc(-c3ccc(C#N)cc3)c(Cc3cccc(Cl)c3)n2c1
  i	1.2
#29 CN(C)c1nc(N)c(C#N)c(C#N)c1C#N
  i	1.2
#30 O=C(Nc1ccccn1)C(c1ccccc1)c1ccccc1
  i	1.6
#31 COC1OC2COC(c3ccccc3)OC2C(NC(C)=O)C1OC(C)=O (centres undefined)
  i	0.5

(list continues)
nr	Structure	Myeloid diff 2	Myeloid diff 2 GFP+ MAC1+ %
37	COc1ccc(C(=O)N2CCOC2CNC(=O)C(=O)NCc2ccccc2)cc1 (centres undefined)	i	1.4
38	CCN(CC)C(=O)c1ccc2sc([C@@H]3O[C@H](CO)[C@H](O)[C@H](O)[C@H]3O)nc2c1	i	1.1
39	COc1ccccc1NC(=O)C(C)OC(=O)Cc1ccsc1 (centres undefined)	i	1.1
40	CN(Cc1ccccc1)C(=O)Cn1nnc(-c2ccccc2)c1COc1ccc2ccccc2c1	i	0.3
41	CCCCNC(=O)C1(C)CCCCN1C(=O)c1ccc(C#N)cc1 (centres undefined)	i	2.3
42	COc1cc(-c2cc3nc(NCCc4ccc(S(N)(=O)=O)cc4)ccn3n2)cc(OC)c1OC	i	1.2
43	Cc1ccc(-n2ncc(-c3n[nH]c(=S)o3)c2N)cc1C	i	2.1
44	CC(C)C[C@H]1CN([C@@H](CC(C)C)CN2CCC[C@H]2CN2C(=O)C(=O)NC[C@@H]2Cc2ccccc2)C(=O)C(=O)N1CCc1ccccc1	i	2.0
45	CC1(C(=O)NCc2cccc(C(F)(F)F)c2)CCN1Cc1ccc2ccccc2c1 (centres undefined)	i	1.2
46	CCc1nc2ccc(C(=O)NCCN3CCOCC3)cn2c1N(CCC(C)C)CCN(C)C	i	1.0
47	CN1CCN(C(=O)C2=NOC3(C2)C(=O)Nc2ccccc23)CC1 (centres undefined)	i	1.3
48	O=C1[C@@H](Oc2ccccc2)[C@@H](c2ccncc2)N1c1ccncc1	i	1.6

4 entries already listed, ordered by the number in Myeloid diff 2 GFP+ MAC1+ %, lowest first:
# | smiles | Myeloid diff 2 GFP+ MAC1+ %
24 | COc1ccccc1-n1nnnc1SCC(=O)NCC1(N2CCCCC2)CCCCC1 | 0.6
38 | CCN(CC)C(=O)c1ccc2sc([C@@H]3O[C@H](CO)[C@H](O)[C@H](O)[C@H]3O)nc2c1 | 1.1
11 | COc1ccc2c(CC(=O)Nc3ccc4nc(N5CCOCC5)sc4c3)coc2c1 | 1.2
34 | O=C(NCc1ccccc1)C1C(c2ccc3c(c2)OCO3)=Nc2ccccc2N1C(=O)c1ccco1 (centres undefined) | 2.1

Next structures:
nr	Structure	Myeloid diff 2	Myeloid diff 2 GFP+ MAC1+ %
49	CN(CC(=O)Nc1ccc(OC(F)(F)F)cc1)C(=O)c1ccccc1SCC(=O)N1CCCC1	i	1.7
50	COc1ccc(CCNC(=O)CN2C(=O)NC3(CCOc4ccccc43)C2=O)cc1 (centres undefined)	i	0.3
51	CC1(Cc2cc(Cl)ccc2C(F)(F)F)C(=O)Nc2ccc(OC(F)(F)F)cc21 (centres undefined)	i	1.6
52	Cc1cc(C)nc(SCC(=O)NNS(=O)(=O)c2ccc(C#N)cc2)n1	i	1.0
53	CNc1cncc(-c2ccc(CN3CCOCC3)cc2)n1	i	0.6
54	COc1cccc(CNc2nc3cc(-c4ccccc4)sc3c(=O)n2C)c1OC	i	0.8
55	O=C1CCC2(CCCCC2)N1	i	1.3
56	CCOC(=O)C1=CCN(S(=O)(=O)c2cccc(Cl)c2)C1c1cccc(C)c1 (centres undefined)	i	1.4
57	Cc1ccc(NS(=O)(=O)c2cccc(C(=O)NC3CCN(Cc4ccccc4)CC3)c2)cc1	i	0.8
58	CCOc1ccccc1NC(=O)c1ccc2c(O)c(S(=O)(=O)c3ccccc3)c(=O)[nH]c2c1	i	0.7
59	Cc1cc(C)cc(C(O)c2ncc(-c3cccc(C(F)(F)F)c3)[nH]2)c1 (centres undefined)	i	0.5
60	COc1ccccc1C(=O)NCCN1CCCC1	i	0.7
61	CCc1nc2ccc(C(=O)NCCOc3ccc(OC)cc3)cn2c1N(C)C(=O)COc1ccccc1	i	2.1
62	CN1CCN(C(=O)C2Cc3c(-c4cccc(F)c4)ccnc3O2)CC1 (centres undefined)	i	1.1
63	COc1ccc(NC(=O)C2(C)CCN2Cc2ccc(SC)cc2)cc1OC (centres undefined)	i	1.1
64	Nc1ncc(-c2ccc(-c3ccccc3)cc2F)cc1-c1ccccc1F	i	1.3
65	CCOC(=O)C1(C)CCCN(C(=O)c2ccc(F)c(Cl)c2)C1 (centres undefined)	i	0.7
66	O=C(Nc1ccccc1)SC1CCCCC1	i	1.0
67	COc1ccc(OC)c(C(O)c2ncc(-c3cccc(C(F)(F)F)c3)[nH]2)c1 (centres undefined)	i	2.5
68	O=C(c1ccc([N+](=O)[O-])cc1)N1CCOCC1	i	0.9
69	COc1ccc(CN2CCCC(C(=O)N3CCCC3)C2)c(OC)c1OC (centres undefined)	i	1.4
70	Cc1cc(=O)oc2c(CN3CCOCC3)c(O)ccc12	i	0.6
71	N#C/C(=C/c1ccc(-c2ccc(S(=O)(=O)N3CCOCC3)cc2)o1)C(=O)NC1CC1	i	1.2
72	CCCCCCCCN1C(=O)[C@H](CC(=O)NCc2cccs2)C[C@@]2(C(=O)OC)CC(C)(C)CC=C12	i	2.0
73	OC[C@@H]1CN(CCN2CCOCC2)C[C@H](n2cnc3c(NCc4ccco4)ncnc32)O1	i	0.8
74	CS(=O)(=O)c1ccc(-c2cccc(NC(=O)c3ccc4c(c3)OCO4)c2)nn1	i	1.4
75	O=C1C(=Cc2ccncc2)CCCc2ccccc21	i	1.3
76	CCC(=O)Nc1ccc(C(=O)COC(=O)c2sc(C)nc2C)cc1	i	0.2
77	CC1Cc2ccccc2N1C(=O)CSc1ccccn1 (centres undefined)	i	1.1
78	CCC(C(=O)NC(C)(C)C)N(Cc1ccc(OC)cc1)C(=O)c1snc(C(N)=O)c1N (centres undefined)	i	0.9
79	Cc1ccc(S(=O)(=O)N2CCOCC2)cc1NC(=O)COC(=O)c1ccco1	i	0.7
80	O=C(NCc1ccccn1)[C@@H]1CCCN1C(=O)[C@@H]1CCCN1C(=O)c1cccs1	i	1.0
81	CC1(C)C(=O)C=CC(=O)C(C)(C)C(=O)C=CC(=O)C(C)(C)C2=CC=C(O2)C(C)(C)C(=O)C=CC1=O	i	0.5
82	CC(O)(c1ccc(F)c(F)c1)c1nc(-c2ccc(F)c(Cl)c2)cs1 (centres undefined)	i	0.8
83	O=C(NN1CCCCCC1)c1ccccc1F	i	0.5
84	COc1ccccc1C(CNC(=O)CNC(=O)c1cccc(Cl)c1)N1CCCC1 (centres undefined)	i	0.1
85	C#CCNC(=O)C[C@@H]1C[C@@]2(C(=O)OC)CCCCC=C2N(CCCCCCCC)C1=O	i	0.4
86	CCCC(=O)N1CCC1(C)C(=O)NS(=O)(=O)c1cc2c(cc1C)CCCS2(=O)=O (centres undefined)	i	0.5
87	COCCNC(=O)C1(C)CCN(C(=O)c2cccc(C)c2C)C1 (centres undefined)	i	0.3
88	COc1cc(OC)c2c(-c3cccc(-c4ccc(OC(F)(F)F)cc4)c3)cc(=O)oc2c1	i	0.4
89	CCOC(=O)C1C(=O)NC(C(=O)OCC)(C(=O)OCC)C1C(C)CC (centres undefined)	i	0.7
90	CN(C(=O)c1cccc(NC(=O)Cc2ccc(NC(=O)C3CCCN(C(=O)C4CCC4)C3)cc2)c1)C1CC1 (centres undefined)	i	1.8
91	C[C@@H]1CN([C@H](C)CO)C(=O)c2c(c3ccccc3n2C)-c2ccccc2CO[C@H]1CN(C)C(=O)Cc1ccccc1	i	1.6
92	CS(=O)(=O)N1Cc2cc(C(=O)NCC3CC3)nc(-c3cccc(-c4cccnc4)c3)c2[C@@H]1CCO	i	0.9
93	Cc1cn([C@H]2C[C@H](O)[C@@H](/C=C/C(=O)NCCc3ccc(S(N)(=O)=O)cc3)O2)c(=O)[nH]c1=O	i	1.0
94	CCOC(=O)c1c(C)[nH]c(C)c1C(=O)COC(=O)c1nn(CC)c(=O)c2ccccc12	i	1.3
95	CCOc1ccccc1Nc1cc(C)nc2ccccc12	i	1.7
96	CC1(Cc2cccc(F)c2)C(=O)Nc2ccc(-c3cccnc3)cc21 (centres undefined)	i	1.2
97	Cc1cc(C)cc(-c2nnc(SCC(=O)NCC3CCCO3)o2)c1 (centres undefined)	i	0.7
98	CCCCCNC(=O)C(c1cc2ccccc2o1)n1c(=O)c(-c2ccco2)nc2ccccc21 (centres undefined)	i	4.4
99	C(=C\c1ccccc1)/CN1CCN(C(c2ccnc3ccccc23)c2nnnn2-c2ccc3c(c2)OCCO3)CC1 (centres undefined)	i	1.9
100	COc1ccccc1CNc1nc(NCC2CC2)nc2ccsc12	i	0.6
101	Cc1ccc2c(c1)-c1cc(C)ccc1C2=O	i	0.6
102	CSCCC(NC(=O)c1ccccc1Cl)C(=O)Nc1ccncc1 (centres undefined)	i	0.4
103	CC(C)Cc1nnc(NC(=O)c2ccc(S(=O)(=O)N3CCCC3)cc2)s1	i	1.6
104	NS(=O)(=O)c1ccc(N2N=C(c3ccccc3)CC2c2ccccc2Cl)cc1 (centres undefined)	i	0.6
